# High-throughput results from PubChem.
# C-LANA FP: KSHV C-LANA DNA binding inhibition | MBP-C-LANA/FAM-LBS DNA binding, fluorescence polarization | AID 504423 | inhibition, % at 9 µM | actives 0.078% (n = 340,000);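 active = highest replicate inhibition at or above 60% at 9 µM, even if other replicates fall short; inactive = all replicates below 60% inhibition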;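 note: 0% = neutral control wells and 100% = 4 µM acridine orange control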
# CDK5 inh: inhibitors of human CDK5/p35 kinase; Q00535+Q15078; Recombinant CDK5/p35, ADP-Glo luminescence, 60 min; inhibition, % at 10 µM; actives 0.01% (n = 330,000);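 active = highest replicate inhibition of at least 50% and at least 75% of replicates reaching 50%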;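 note: plate controls were DMSO neutral control for no effect and GW8510 at 10 µM for full effect; many of its hits are not listed in these tables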
# Target sequence (Q00535 whole entry, looked up): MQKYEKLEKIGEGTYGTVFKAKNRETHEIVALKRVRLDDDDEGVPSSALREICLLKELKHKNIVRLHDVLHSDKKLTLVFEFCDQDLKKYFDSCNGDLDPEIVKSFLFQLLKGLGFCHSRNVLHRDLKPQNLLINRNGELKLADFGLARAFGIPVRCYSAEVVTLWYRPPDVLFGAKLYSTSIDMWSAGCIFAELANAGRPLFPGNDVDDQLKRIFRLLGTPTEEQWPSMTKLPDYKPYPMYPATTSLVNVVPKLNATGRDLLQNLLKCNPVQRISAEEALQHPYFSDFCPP
# Target sequence (Q15078 whole entry, looked up): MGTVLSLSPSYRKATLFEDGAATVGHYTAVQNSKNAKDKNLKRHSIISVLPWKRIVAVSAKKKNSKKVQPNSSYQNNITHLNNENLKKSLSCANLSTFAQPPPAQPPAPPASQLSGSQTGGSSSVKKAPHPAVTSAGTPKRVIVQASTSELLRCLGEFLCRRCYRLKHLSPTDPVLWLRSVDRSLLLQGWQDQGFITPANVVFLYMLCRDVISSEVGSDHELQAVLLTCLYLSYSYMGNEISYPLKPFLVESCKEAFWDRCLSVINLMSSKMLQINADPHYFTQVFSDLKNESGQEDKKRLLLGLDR
# dFosB activator: enhances mouse delta FosB homodimer DNA binding | purified delta FosB, TAMRA-CDK5 oligo fluorescence polarization; percent of positive-control signal above neutral wells | actives 0.99% (n = 340,000) | P13346 | activation, % at 25 µM;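 active = mean activation above about 17%, with every replicate also reaching it, limit read from the data, passing the limit was not always enough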;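 note: fluorescence polarization rise as delta FosB binds a TAMRA Cdk5 AP-1 oligo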
# Keap1 Nrf2 FP: inhibitors of human Keap1-Nrf2 protein-protein interaction. Q14145. Keap1 Kelch-Nrf2 peptide fluorescence polarization, 1536-well. inhibition, % at 9.4 µM. actives 0.15% (n = 340,000). AID 504523; in the data active = inhibition above about 12%;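 note: human Keap1 Kelch domain with fluorescein labeled Nrf2 9mer peptide probe; 0% = neutral control wells and 100% = peptide positive control; higher means more block of Keap1 binding to Nrf2 peptide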
# SUMO Mot1 rescue: SUMOylation pathway inhibition by Mot1-301 growth rescue. growth rescue, % at 18.8 µM. S. cerevisiae Mot1-301 growth rescue, ATP luminescence, 38.5C; percent above DMSO median, 100 means doubled. actives 1% (n = 320,000);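 active = every valid replicate shows activation above 250% relative to neutral control wells; inactive = the rest, any valid replicate at or below 250%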;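 note: OY570 slx delta 5 strain wells were the positive control but not used for scaling; some compounds called inactive have numbers as strong as hits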
# NSD2 HMT inh: blocks human histone methyltransferase NSD2 | NSD2 peptide methylation, AlphaScreen, 120 min | inhibition, % at 12.5 µM | actives 0.54% (n = 310,000) | AID 743445; in the data active = inhibition above about 50%
# PfHsp90 yeast 2: reduces growth (ATP signal) of yeast expressing P. falciparum Hsp90; inhibition, % at 9.4 µM; actives 0.32% (n = 310,000); S. cerevisiae expressing PfHsp90, BacTiter-Glo ATP, 48 h; yeast lacking PDR1 and PDR3 efflux regulators;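 active = every replicate shows inhibition above about 80%, whatever the replicate mean, limit read from the data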;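 note: 0% = DMSO neutral controls and 100% = 20 µM radicicol positive controls; yeast relying on Plasmodium falciparum Hsp90 in place of its own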
# PvdQ inh: blocks Pseudomonas aeruginosa PvdQ acylase activity. purified PvdQ acylase, fluorescence plate reader. inhibition, % at 10 µM. AID 488965. actives 0.063% (n = 340,000); in the data active = inhibition above about 30%, passing the limit was not always enough;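 note: 0% = vehicle neutral wells and 100% = reference inhibitor wells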
# RTF Ca sens act: cardiac RTF calcium sensitization; P19429+P45379; IANBD-labeled TnC RTF fluorescence at EC20 calcium; 0% EC20 calcium, 100% full calcium; activation, % at 7.2 µM; actives 0.24% (n = 340,000); AID 493008;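 active = activation above the mean over all tested compounds plus 3 SD, cut at about 30% in these data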;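 note: rise in fluorescence read as greater calcium sensitivity of cardiac thin filaments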
# Rtt109 HAT inh: inhibitors of Candida albicans Rtt109/Vps75 histone acetyltransferase. AID 540336. actives 0.16% (n = 330,000). inhibition, % at 34.9 µM. Q5AAJ8. purified Rtt109/Vps75, ThioGlo CoA-SH fluorescence, 4 h;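 active = inhibition of at least 50% in every replicate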
# Target sequence (Q5AAJ8 whole entry, looked up): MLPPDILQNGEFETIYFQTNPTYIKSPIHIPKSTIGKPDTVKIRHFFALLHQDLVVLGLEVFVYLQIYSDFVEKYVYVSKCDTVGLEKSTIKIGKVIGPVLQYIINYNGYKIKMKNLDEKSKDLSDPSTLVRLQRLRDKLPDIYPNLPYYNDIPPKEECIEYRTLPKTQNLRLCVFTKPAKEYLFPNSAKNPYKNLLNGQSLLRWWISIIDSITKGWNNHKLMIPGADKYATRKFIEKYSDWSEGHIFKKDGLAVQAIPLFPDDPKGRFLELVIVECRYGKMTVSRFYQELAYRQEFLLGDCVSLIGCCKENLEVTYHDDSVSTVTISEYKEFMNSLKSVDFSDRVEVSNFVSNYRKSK
# RTF Ca sens inh: cardiac RTF calcium desensitization; IANBD-labeled cardiac RTF, Ca2+ fluorescence; actives 0.12% (n = 340,000); inhibition, % at 7.15 µM; AID 493244; P19429+P45379;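 active = inhibition above the mean inhibition of all tested compounds plus 3 SD, cut at about 17% in these data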;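 note: assay run at fixed EC70 calcium of 1.6 mM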
# Starred values were filed as active, the others as inactive; · = not tested or not shown. Compounds as they come (roughly 3.2% active in at least one column).
SMILES,C-LANA FP,CDK5 inh,dFosB activator,Keap1 Nrf2 FP,SUMO Mot1 rescue,NSD2 HMT inh,PfHsp90 yeast 2,PvdQ inh,RTF Ca sens act,Rtt109 HAT inh,RTF Ca sens inh
Cc1ccc(NC(=O)COC(=O)c2ccc3c(=O)n4c(nc3c2)CCC4)c(Br)c1,-1.1,-0.1,13,2,-3,0,-11,-8,-3,-32,-3
CC(C)Oc1ccc(C(=O)OCC(=O)c2ccc[nH]2)cc1,-1.7,0.2,-9,-1,-2,5,15,-14,-3,2,-4
O=C(NN=C1C2CC3CC(C2)CC1C3)c1ccncc1,3.8,-0.8,-2,1,-18,-4,-15,6,-3,-4,3
CCCCOC(=O)c1c(C)oc2ccc(NS(=O)(=O)c3ccc4c5c(cccc35)C(=O)N4)cc12,0.1,-1.8,-10,-2,11,1,-7,0,2,1,-5
O=C(CN1CCN(S(=O)(=O)N2CCCCCC2)CC1)Nc1ccc(F)cc1,0.2,-1.1,-6,-3,5,-3,1,-8,0,-3,10
CCn1nnc(NC(=O)c2cc(Cl)c(OC)c(Cl)c2)n1,-1.2,0.0,-5,-2,-7,3,·,14,3,0,3
Cc1sc2ncnc(Sc3nnnn3-c3ccccc3)c2c1C,-1.1,-0.7,-1,-1,-14,1,-30,-3,-4,5,-1
Cc1[nH]c2c(C)cccc2c(=O)c1CN1CCCCCC1,-4.6,-0.9,7,-5,-31,1,-2,1,1,·,-5
O=C(CN1C(=O)CCC1=O)Nc1nc2c(F)cc(F)cc2s1,0.9,1.6,-4,-6,169,·,6,-7,1,2,0
c1ccc2c3c(cc(N4CCOCC4)c2c1)OC1(N2CCOCC2)CCCCC1O3 (configuration not stated),-0.4,-1.8,-5,2,521,-1,0,-6,4,-2,-6
O=C(CCc1cccc(Cl)c1)NC1CCCN(Cc2ccccc2F)C1 (configuration not stated),1.1,1.4,-4,-5,11,-2,2,-13,-1,6,-6
Cc1ccc(C2NCCS2)cc1 (configuration not stated),-0.7,-0.3,-7,-6,·,2,·,-8,3,-7,-9
COc1cccc(C(=O)Nc2cccc3c2ccc2cccn23)c1,-1.1,0.6,-7,2,14,-1,-15,-18,3,0,-1
COc1ccccc1NS(=O)(=O)c1ccc(C)c(C(=O)NNC(=O)c2csc(N3CCOCC3)n2)c1,0.2,0.5,-5,-5,7,1,-6,9,-3,-1,-2
Cc1ccccc1Cn1ccc(NC(=O)c2cnn3c2NC(c2ccccc2)CC3C(F)(F)F)n1 (configuration not stated),0.3,-3.1,-7,-7,25,-2,25,-19,9,-13,-3
O=C1c2ccccc2NC2(CCCC2)N1NS(=O)(=O)c1ccccc1,1.6,0.5,-2,3,6,·,-6,-1,·,-51,·
C=CCc1c(C)nc(C)nc1N/N=C/c1ccccc1,-1.6,1.5,-8,-2,32,-2,-23,-11,0,3,-11
CCOC(=O)N1CCN(C(=O)CCCCCn2c(=S)[nH]c3ccsc3c2=O)CC1,-0.1,1.1,-14,-5,4,-4,-12,-22,11,-17,-11
O=C(CSc1nnc(COc2ccccc2Cl)o1)NC(=O)NCc1ccco1,0.6,0.3,-15,-2,-17,·,5,15,0,·,2
COc1ccc(-c2csc(Nc3ncccc3C)n2)cc1OC,2.0,0.2,-3,-4,-4,0,12,-13,5,2,11
CCOC(=O)c1ccc(N2C(=O)CC(N3CCOCC3)C2=O)cc1 (configuration not stated),-0.3,0.6,0,3,-5,-9,-1,-10,-4,-17,5
O=C(CNC(c1ccccc1)c1ccccc1)Nc1ccccc1-c1ccccc1,0.2,-1.4,-8,-3,-11,-2,-10,-3,-2,6,11
CCOC(=O)CC1C(=O)NCCN1C(=S)Nc1ccccc1 (configuration not stated),1.5,-1.4,1,-4,9,-2,19,-8,4,0,1
COc1ccc(-c2nc3n(n2)C(c2ccncc2)C(C(N)=O)=C(C)N3)cc1 (configuration not stated),1.1,1.2,-7,4,-2,1,-7,-9,1,2,-25
Cc1nn(C)cc1CNC(=O)c1cccc(F)c1,1.6,0.6,5,-5,-6,11,2,-18,0,-5,-3
Cn1c(COc2ccc(Br)cc2)nnc1SC1CCc2ccccc2C1=O (configuration not stated),-0.7,0.5,-2,1,36,0,8,10,0,0,-2
CCN(CC)C1Oc2cc3c(cc2C(c2cc(OC)c(O)c(OC)c2)C1C)OCO3 (configuration not stated),2.3,1.3,-9,-5,·,8,-1,-21,-2,1,-8
Cc1cc(N2CCN(C)CC2)n2nc(-c3ccc(Cl)cc3)nc2n1,0.3,0.8,-17,0,1,-1,3,4,-7,-3,1
COc1cccc(CSc2nnc(-c3ccco3)n2C)c1,0.6,-1.2,3,4,-9,-2,-8,-6,-1,0,-5
CCC(C)(C)n1nnnc1C(c1cc2cc(C)ccc2[nH]c1=O)N1CCCC1 (configuration not stated),1.7,-1.5,-5,-1,25,2,-13,-4,5,-5,-9

# As entered above:
# For PvdQ inh, Cn1c(COc2ccc(Br)cc2)nnc1SC1CCc2ccccc2C1=O (configuration not stated) reads 10
# For C-LANA FP, CCOC(=O)CC1C(=O)NCCN1C(=S)Nc1ccccc1 (configuration not stated) reads 1.5

# Next section.
SMILES,C-LANA FP,CDK5 inh,dFosB activator,Keap1 Nrf2 FP,SUMO Mot1 rescue,NSD2 HMT inh,PfHsp90 yeast 2,PvdQ inh,RTF Ca sens act,Rtt109 HAT inh,RTF Ca sens inh
Cc1c[n+]([O-])n(-c2ccc(C(=O)O)cc2)n1,0.2,-0.5,-2,-5,-18,19,9,4,-6,-10,-3
CCOC(=O)C1=C(C)NC(=O)NC1c1ccc(F)cc1 (configuration not stated),-2.8,0.6,6,-1,6,-5,30,-11,4,0,-16
O=C(N/N=C/c1ccc(F)cc1)c1cc[n+]([O-])cc1,0.4,-0.1,-1,-1,-18,0,-25,-3,-2,-4,4
CC(=O)c1ccc(NC(=O)c2ccc(S(=O)(=O)N3CCCC3)cc2)cc1,-0.3,-3.3,-7,0,-9,0,5,0,3,5,-1
NNC(=O)c1sccc1OCc1ccc(Cl)cc1Cl,0.8,-3.2,-4,0,28,-8,-5,-19,-2,-7,10
COC(=O)c1nc(-c2ccccc2)oc1N1CCOCC1,0.0,-2.1,4,-2,·,1,5,-10,0,2,-3
CCOC(=O)c1c(S(=O)(=O)Nc2ccc(CN3CCC(C)CC3)cc2)c(C)n(C)c1C,-1.2,0.0,9,-1,-12,-7,0,-10,7,1,-5
Cn1cc([N+](=O)[O-])c(C(=O)Nc2sc3c(c2C#N)CCC3)n1,0.1,1.3,-3,-2,-1,1,16,-8,0,-3,-1
O=C(Nc1ccc(Cl)cc1)N1CCSc2ccccc21,0.3,0.6,-5,-1,·,4,12,-2,-3,-9,3
CC1CCCCC1NC(=O)Cn1cnc2ccccc2c1=O (configuration not stated),0.4,0.5,2,-4,·,-4,13,-3,-1,-3,-1
COc1cc2ccccc2cc1C(=O)Nc1ccccc1C,-1.1,0.6,-12,-1,25,-5,-3,-25,-7,-2,-1
CC1(OC(=O)c2cccs2)C(=O)C=C2C=C3CCCN3C=C2C1=O (configuration not stated),4.6,2.8,-9,1,6,·,19,-2,-6,-4,-3
N=C1C(c2nc3ccccc3s2)=C(O)CN1c1ccccc1,-0.7,0.6,0,-4,4,-6,-12,-2,-7,3,5
O=C(N/N=C/C(Br)=C/c1ccccc1)c1cccnc1,0.5,1.7,-5,1,500*,0,-2,-10,0,2,-5
COc1ccc(CCN(C(=O)COc2ccccc2)c2nc(-c3ccccc3)cs2)cc1OC,0.2,-2.4,-4,1,·,-1,·,-6,-5,-5,-5
N#Cc1ccccc1NC(=O)CN1CCN(Cc2ccccc2)CC1,-0.2,-3.3,-7,-3,29,0,-12,-10,3,5,-12
Cn1cc(CNCc2ccccc2OCC(O)CN2CCc3ccccc3C2)cn1 (configuration not stated),0.3,0.2,-11,4,118,7,·,-19,4,-1,-12
Cc1cc(=O)oc2c3c(cc(OCC(=O)NCCN4CCOCC4)c12)OC(C)(C)CC3,0.3,-1.4,-1,4,5,·,-8,-6,-2,-3,2
CC1=C(C(=O)NCc2ccc(Cl)cc2)C2(CCC(C)CC2)OC1=O (configuration not stated),0.9,1.7,-6,5,160,-4,5,-7,1,-5,-4
COc1cc(OC)c(OC)cc1/C=N/Nc1nc2ccccc2[nH]1,-0.1,1.7,5,0,17,3,-2,13,-2,3,8
COc1ccc([N+](=O)[O-])cc1NC(=O)Cc1ccccc1Cl,-0.9,0.1,0,1,-15,-2,-18,-5,4,1,3
O=C(COc1ccc([N+](=O)[O-])cc1Cl)N1CCOCC1,1.9,-1.8,-2,-3,-4,1,9,-8,-2,0,-13
Cc1ccc(S(=O)(=O)CCSc2nc(C)cc(C)c2C#N)cc1,-2.4,-1.6,-6,-3,-11,0,-5,2,7,26,-3
CCCCN(CCCC)S(=O)(=O)c1ccc(NC(=O)Cc2cccs2)cc1,-1.4,-0.3,-8,3,-5,1,18,-5,-2,-7,-9
COC(=O)Nc1nn(-c2ccc(OC)cc2)c(=O)c(C#N)c1C,0.9,0.3,-6,-5,29,8,·,-11,7,5,-4
CCOc1ccc2nc(NC(=O)c3ccc(OCC4CCCO4)cc3)sc2c1 (configuration not stated),2.1,-1.7,-2,-4,4,6,1,-1,-4,·,10
O=C(CSc1ccccc1)NC1CCCCCC1,-1.9,-2.8,-3,2,-4,-1,-20,-17,-2,-5,-5
NCCCn1c(C(=O)c2cc(Cl)c(N)c(Cl)c2)c2ccc([N+](=O)[O-])cc2[n+]1[O-],-1.9,1.2,-4,4,128,·,-72,16,-1,0,-9
CCC(=O)NC(Nc1ncc(C)s1)(C(=O)OC)C(F)(F)F (configuration not stated),-0.6,·,-2,-1,-2,-19,-5,12,1,-4,-3
COc1ccc(CNC(N)=O)cc1OC,-2.8,-0.5,-1,-6,4,-2,7,-2,2,-4,-7
COc1ccc(CNC(=O)c2csc(Cc3ccc(Cl)cc3)n2)cc1,0.1,-0.2,-16,-1,657,-1,·,-14,0,-16,-12
CN(c1cccc(NC(=O)c2ccc(Cl)c(S(=O)(=O)Nc3ccccc3)c2)c1)S(C)(=O)=O,-1.1,-1.3,-11,5,-5,-3,·,1,-3,-2,5
CCOC(=O)N1CCN(c2c(-c3ccccc3)c3cc(Cl)ccc3[nH]c2=O)CC1,12,9.3,0,-5,16,0,4,7,-5,8,5
